Screening data as filed in PubChem BioAssay.
GLP-1R agonist – qHTS of GLP-1 Receptor Agonists. HEK293 GLP-1R CRE-luciferase, luminescence, 4-6 h; cells express a hypersensitive GLP-1R form. 380,000 compounds, 0.007% hits. AID 624172, 2012. Glucagon-like peptide 1 receptor (Homo sapiens), P43220. Potency, µM (top dose mostly 45.6 µM), without a hit: at the highest dose activation, hits mostly activators; note: % of control where 0% means no effect
Target sequence (P43220 whole entry, looked up): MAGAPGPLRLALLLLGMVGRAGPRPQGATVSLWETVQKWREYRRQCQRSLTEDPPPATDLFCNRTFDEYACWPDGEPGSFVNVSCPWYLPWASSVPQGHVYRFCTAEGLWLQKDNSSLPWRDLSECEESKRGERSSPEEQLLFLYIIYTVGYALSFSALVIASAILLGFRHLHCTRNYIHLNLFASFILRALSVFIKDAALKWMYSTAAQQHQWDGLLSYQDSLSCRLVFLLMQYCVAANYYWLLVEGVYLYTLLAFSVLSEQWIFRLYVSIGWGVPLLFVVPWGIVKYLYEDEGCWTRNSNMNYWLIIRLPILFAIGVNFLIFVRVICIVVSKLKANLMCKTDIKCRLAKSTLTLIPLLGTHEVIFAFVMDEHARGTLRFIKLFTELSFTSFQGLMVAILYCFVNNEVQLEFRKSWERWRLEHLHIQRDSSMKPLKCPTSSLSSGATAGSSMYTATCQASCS
TDP-43 yeast inh – qHTS of TDP-43 Inhibitors. TDP-43 expressing yeast growth rescue, BacTiter-Glo, 24 h. Potency, µM (series often up to 46.1 µM), inactives show top-dose growth rescue (activation), usual class: activators. 410,000 compounds, 1.8% hits; note: % of control where 0% means no effect; nearly all actives have a fitted effect of over 50% in size
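In this qHTS, compounds that restore growth of yeast expressing TDP-43 appear as activators. Cells (OD600=0.02, galactose medium, raffinose-pregrown) are incubated with compound 24 hr at 30 deg C and growth is quantified by BacTiter-Glo.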
GLP1R cytotox – qHTS of GLP-1 Receptor Inverse Agonists: Cytotox Screen; HEK293 cAMP-luciferase reporter cells, luminescence, 24 h; Potency, µM (titrated, usually from 38.3 µM), inactives show at the highest dose activity change, negative = inhibition, most hits filed as inhibitors; 410,000 compounds, 0.13% hits;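 note: loss of luciferase light is scored as toxicity; % is set by controls: 0 for no effect and ±100 for the full control effect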
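MLSMR compounds, 24 hr on cells at 37 deg C/5% CO2; luminescence after luciferase reagent (12 min RT). Inhibition counted as the undesired cytotoxic outcome.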
SW480 rerep – A quantitative high throughput screen for small molecules that induce DNA re-replication in SW480 colon adenocarcinoma cells; 340,000 compounds, 1.8% hits; Potency, µM (series often up to 46.1 µM), without a hit: at the top dose re-replication activation, actives largely listed as activators; AID 624297, 2012; SW480 DNA re-replication, Hoechst DNA content imaging, 48 h; note: % of control where 0% means no effect; nearly all actives have a fitted effect of over 55% in size
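Hoechst fluorescence of nuclei (405 nm excitation, 500-530 nm emission) measured by plate-scanning imager after 48 hr compound exposure at 37 C; re-replication scored as increased number of nuclei with elevated intensity.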
HT1080-NT tox – qHTS for induction of synthetic lethality in tumor cells producing 2HG: qHTS for the HT-1080-NT fibrosarcoma cell line. 360,000 compounds, 1.6% hits. HT-1080-NT fibrosarcoma viability, CellTiter-Glo ATP luminescence, 48 h. AID 686970, 2013. Potency, µM (top dose mostly 46.1 µM), for the others: top-dose activity, negative = less viability, usual class: cytotoxic;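 note: NT is the 2HG producing partner of a matched IDH1 knockdown line; 0% = DMSO-treated cells and -100% = media-only wells without cells; nearly all actives have a fitted effect of over 55% in size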
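750 cells/well, RPMI + 5% FBS; 2 h settle, compound pin-transfer, 48 h at 37 degrees C. CellTiter-Glo 10 min RT, luminescence. Normalized to DMSO and media-only wells.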
KB-V1 cytotox – qHTS assay for MDR1-selective chemotherapeutics: Primary screen using the drug-selected MDR subline cells KB-V1; AID 1347076, 2019; 400,000 compounds, 3.4% hits; KB-V1 MDR cells viability, CellTiter-Glo, 72 h; Potency, µM (series often up to 46.1 µM), inactives show top-dose activity change, negative = cytotoxicity, usual class: cytotoxic; note: % is set by controls: 0 for no effect and ±100 for the full control effect; nearly all actives have a fitted effect of over 60% in size
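Readout: CellTiter-Glo luminescence, 10 min after addition. Cells: KB-V1 MDR subline, 72 h at 37 degrees C with compound. Analysis: corrected, normalized data fitted to concentration-effect curves.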
HT1080 IDH1KD tx – qHTS for induction of synthetic lethality in tumor cells producing 2HG: qHTS for the HT-1080-IDH1KD cell line | HT-1080 IDH1 knockdown viability, ATP luminescence, 48 h | 360,000 compounds, 2% hits | Potency, µM (doses to about 46.1 µM), for inactives: top-dose activity, negative = toxicity, usual class: cytotoxic;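 note: 0% = DMSO wells and -100% = cell-free medium wells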
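HT-1080-IDH1KD cells (IDH1 knocked down), 750/well in RPMI with 5% FBS, treated with compound 48 h at 37 degrees C. Viability by CellTiter-Glo luminescence, normalised to DMSO and no-cell wells; concentration-response curves classed.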
KB-3-1 tox – qHTS assay for MDR1-selective chemotherapeutics: Primary screen using the parental adenocarcinoma cell KB-3-1; KB-3-1 viability, CellTiter-Glo ATP luminescence, 72 h; Potency, µM (series often up to 46.1 µM), inactives show at the highest dose activity change, negative = cytotoxic, most hits filed as cytotoxic; 400,000 compounds, 1.4% hits; AID 1347075, 2019; note: % is set by controls: 0 for no effect and ±100 for the full control effect; nearly all actives have a fitted effect of over 60% in size
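Cells are dispensed, compounds pinned in, plates held at 37 °C for 72 h, then CellTiter-Glo is added and luminescence read after 10 minutes. Cell line: parental KB-3-1 in phenol-red-free DMEM, 10% FBS.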
GLP1R inv ag – qHTS of GLP-1 Receptor Inverse Agonists (Inhibition Mode) | Glucagon-like peptide 1 receptor (Homo sapiens), P43220 | 410,000 compounds, 1.6% hits | Potency, µM (series often up to 38.3 µM), for the others: at the top dose activity change, negative = inhibition, most hits filed as inhibitors | AID 624417, 2012 | HEK293 GLP-1R CRE-luciferase, luminescence, 24 h; GLP-1R form is constitutively active; note: % is set by controls: 0 for no effect and ±100 for the full control effect; nearly all actives have a fitted effect of over 55% in size
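Stable HEK293 clone (constitutively active GLP-1R + cAMP-response luciferase); 200 cells/uL plated, 12 h pre-culture, compound 24 hr, 37 deg C/5% CO2; detection reagent 12 min RT; luminescence.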
Active calls of the source: *; ? = inconclusive; · = no result given; [ ] = dose if it differs, or a comment. Calls come from the whole dose curve; as a rule, active = well fitted curve in the direction sought with a large enough effect; inconclusive = small, poorly fitted or top-dose-only effect, or another doubt; inactive = no such curve, though single readings can be large; an effect the other way counts as inactive or inconclusive. Potency is the fitted concentration of half-maximal effect. No enrichment for hits, and some 9.4% of all compounds hit somewhere here.

Start of the listing, in advance:
SMILES | GLP-1R agonist | TDP-43 yeast inh | GLP1R cytotox | SW480 rerep | HT1080-NT tox | KB-V1 cytotox | HT1080 IDH1KD tx | KB-3-1 tox | GLP1R inv ag
Cc1nc(NC(=O)CSc2nc3cccnc3n2Cc2ccccc2)sc1C | 3% | -5% | ? | 13% | -10% | ? | -22% | -18% | ?
O=C(NCc1ccccc1)c1cccnc1Sc1ccccc1 | 16% | 9% | 14% | 0% | 12% | 3% | 17% | 3% | 69%[activator]

The listing, from the first entry:
SMILES | GLP-1R agonist | TDP-43 yeast inh | GLP1R cytotox | SW480 rerep | HT1080-NT tox | KB-V1 cytotox | HT1080 IDH1KD tx | KB-3-1 tox | GLP1R inv ag
Cc1nc(NC(=O)CSc2nc3cccnc3n2Cc2ccccc2)sc1C | 3% | -5% | ? | 13% | -10% | ? | -22% | -18% | ?
O=C(NCc1ccccc1)c1cccnc1Sc1ccccc1 | 16% | 9% | 14% | 0% | 12% | 3% | 17% | 3% | 69%[activator]
COc1cc2c(cc1OC)CN(C(=O)c1cc(C3CC3)nn1-c1ccccc1)CC2 | 26% | ? | -9% | ? | 0% | 6% | 3% | -4% | -29%
CCCCn1c(N)c(N(CC(C)C)C(=O)c2c(-c3ccccc3)noc2C)c(=O)[nH]c1=O | 10% | 20% | -3% | -13% | 12% | 7% | 4% | ? | 17%
O=C(NCc1cccnc1)c1csc([C@@H]2C[C@H](O)[C@@H](CO)O2)n1 | -4% | -5% | 2% | · | 18% | -2% | 15% | ? | 20%
CC(=O)NCCNc1nc2cc(-c3ccccc3)sc2c(=O)n1C | 8% | 16% | 12% | · | -9% | -4% | -13% | 0% | 25%
COc1ccccc1-n1c(SCC(=O)O)nc2c(sc(=S)n2-c2ccc(Cl)c(C)c2)c1=O | -2% | 9% | 0% | -5% | 5% | -4% | 4% | 8% | ?
COc1ccc(S(=O)(=O)N(CC(=O)NN=C2CCN(C)CC2)c2cc(Cl)ccc2OC)cc1OC | 25% | 0% | 8% | -19% | -2% | ? | -18% | 38% | 6%
N#CC(=C=[N-])/C=C(\C(=O)c1ccccc1)[n+]1ccccc1 | 4% | -24% | 7% | 29% | 0% | 2% | -4% | 2% | 2%
Nc1ccccc1C(=O)Nc1cccc(C(=O)O)c1 | 1% | -16% | 10% | ? | 0% | 3% | -2% | 3% | ?
CCN(C(=O)c1cc2cc3ccc(OC)cc3nc2o1)c1cccc(C)c1 | 5% | ? | ? | · | · | ? | · | ? | ?
O=C(CCC1N=C2c3ccccc3N=C(SCc3ccccc3Cl)N2C1=O)NCCc1ccccc1 (stereo not drawn) | · | 24% | 11% | · | · | -13% | · | -10% | 2%
Cc1ccc(C(=O)/C=C/c2cn(CC(O)CN3CCOCC3)c3ccccc23)cc1 (stereo not drawn) | 2% | 19% | 72%[activator] | 21µM* | ? | 0% | ? | ? | ?
O=C(Nc1nccs1)c1ccc(Cl)c([N+](=O)[O-])c1 | -1% | 29% | 3% | -12% | -3% | -1% | 1% | 2% | 1%
CSc1ccc(/C=C(\NC(=O)c2ccco2)C(=O)N2CCCCC2)cc1 | 17% | 16% | 11% | 12% | 3% | · | 2% | · | ?
COc1cccc(C(=O)N=c2sc3cc(S(C)(=O)=O)ccc3n2C)c1 | 21% | -30% | 3% | 6.5µM* | -4% | 0% | -3% | -36% | 83%[activator]
O=C(/C=C/c1ccc(Cl)cc1Cl)NCc1ccco1 | 5% | ? | -10% | -1% | 3% | 8% | 0% | 15% | ?
O=C(CS(=O)(=O)c1ccccc1)Nc1cccnc1 | -1% | -11% | -5%[7.66 µM] | -3% | 7% | -2% | 15% | -5% | -1%[7.66 µM]
Cc1ccc(C)c(S(=O)(=O)N2CCN(C(=O)Cn3c(=O)cnc4ccccc43)CC2)c1 | 1% | 11% | 3% | 0% | 0% | 8% | 10% | 6% | -3%
O=C(Nc1ccc(N2CCCC2)c(Cl)c1)c1ccccc1[N+](=O)[O-] | 1% | 26% | 4% | -1% | 2% | 10% | 2% | 4% | 8%
O=C(COC(=O)c1ccc(Br)o1)Nc1nc2ccccc2s1 | -13% | ? | -10% | 0% | -8% | -23% | -3% | 2% | 0%
CSc1nc(=NC(C)=O)ss1 | -5% | -2% | 11% | -6%[9.22 µM] | 2% | 18% | 1% | 12% | 4%
CNC(=O)CSc1nc(N)c2c3c(sc2n1)CCC3 | 0% | -21% | -30% | -14% | 11% | 21µM* | -23% | 0% | 0%
O=C(c1cnn2ccccc12)N1CCN(C2CCCCC2)CC1 | 13% | 23% | -5% | -4% | -3% | 3% | -1% | 6% | 13%
O=c1ccn([C@@H]2O[C@H](CNCc3ccc(-n4cccn4)cc3)[C@@H](O)[C@H]2O)c(=O)[nH]1 | 4% | 4% | 0% | -42%[inhibitor] | 14% | 1% | 9% | 13% | 11%
C/C(=N\NC(=O)c1ccccc1F)c1ccc(C#N)cc1 | 24% | ? | -5% | -2% | 10% | -7% | 18% | 34% | 4%
O=C(CNC(=O)c1ccccc1Cl)c1ccccc1 | 6% | -10%[1.82 µM] | -4% | -1% | 21% | 0% | 22% | -7% | -13%
COc1ccc(CCNC(=O)c2ccccc2OCc2c(C)noc2C)cc1 | 22% | 0% | -8% | -4% | -2% | 5.8µM* | -8% | -19% | 26%
CCn1c(COc2ccccc2OC)nnc1SCC#N | 3% | 0% | -5% | -22% | 8% | 20% | 4% | 9% | 5%
Cc1nnc(SCCC(C)C)[nH]c1=O | -4% | -16% | -19% | -1% | 7% | 0% | 15% | 0% | 3%
Cc1cccc(C(=O)Oc2c(Sc3ccccc3)c(C)nn2C(C)(C)C)c1 | · | 8% | -21% | · | · | -7% | · | -6% | -76%
CCN1CCN(c2ccc(S(=O)(=O)N3CCCCC3)cc2NC(=O)/C=C/c2cccc(OC)c2OC)CC1 | 15% | 13% | ? | ? | -21% | -22% | -5% | 19% | ?
COc1ccc(S(=O)(=O)Nc2ccncc2)c(C)c1C | 0% | 19% | -14% | 0% | 4% | 3% | 5% | -3% | -4%
Clc1ccc2nc(-c3ccco3)c(Cc3ccccc3)n2c1 | -3% | ? | 4% | · | ? | 0% | ? | -3% | -27%
Cc1ccc(Sc2ncccc2C(=O)O)c(C)c1 | -4% | 1% | 8% | -4% | 15% | 2% | 22% | 0% | 1%
CCOC(=O)c1[nH]c2ccccc2c1NC(=O)COC | 2% | 0% | -34% | -10% | 13% | 0% | 0% | 30% | 3%
COc1ccc(-n2c(SCC(=O)Nc3ccc(NC(C)=O)cc3)nc3ccccc3c2=O)cc1 | -5% | -2% | -6% | -23% | ? | 7% | -29% | 2% | 163%[activator]
COc1ccc(C(=O)OCC(=O)NCCc2ccc(F)cc2)cc1S(=O)(=O)N1CCOCC1 | -27% | 23% | -11% | -4% | -1% | -13% | 13% | -18% | 18%
Cc1nc2ncnn2c(C)c1CCC(=O)N1CCN(c2ccc(F)cc2)CC1 | -8% | -3% | 2% | · | · | 0% | · | 16% | 0%
O=C(N/N=C/c1ccc2nccnc2c1)c1cccc([N+](=O)[O-])c1 | -1% | -2% | 14% | 1% | 3% | 0% | 13% | 9% | 12%
O=C(NCc1ccco1)C1CCCN1C(=O)Nc1ccccc1 (stereo not drawn) | 2% | ? | 0% | -26% | 4% | 14% | 3% | 24% | -6%
COc1ccc2c(c1)c(=O)c(C(=O)c1ccccc1)cn2CC(=O)Nc1ccc2c(c1)OCCO2 | 1% | 19% | -4% | · | · | ? | · | 15% | -13%
Fc1cccc(CSc2ccc(-c3ccco3)nn2)c1 | 2% | ? | -10% | -6% | 0% | 13% | 22% | -1% | -20%
O=S(=O)(NCCc1nnc2ccc(SCc3ccc(Cl)cc3Cl)nn12)c1ccccc1 | · | 3% | -7% | · | · | -24% | · | ? | 5%
Fc1cccc(CCN2CCNC[C@@H]2c2ccccc2)c1 | -4% | 1% | 11% | -7% | -11% | ? | -4% | -1% | ?
CCC(=O)N1CCN(c2ccc(Cl)cc2NC(=O)Cc2ccccc2)CC1 | 0% | 27% | -14% | 1% | -15% | -23% | -3% | -5% | ?
Cc1ccc(C)c(N2N=C(C(=O)Nc3ccccc3N3CCOCC3)CCC2=O)c1 | 1% | -10% | 11% | 12% | 0% | · | -1% | · | 3%
Cc1cc(OCc2cc(C(=O)N(C)C3CCOCC3)no2)cc(C)c1Cl | 4% | 18% | -3% | 0% | -2% | -11% | -8% | 0% | ?
COc1cccc(/C=C/c2nc(C#N)c(N3CCCCCC3)o2)c1 | · | ? | 244%[activator] | · | · | -8% | · | -5% | ?
CC1CCN(S(=O)(=O)c2ccc3c(c2)oc(=O)n3CC(=O)N2CCCCC2)CC1 | · | 9% | 1% | · | · | 20% | · | -1% | 5%
COc1ccc(C(=O)OCC(=O)NCc2ccc3c(c2)OCO3)cc1[N+](=O)[O-] | 0% | 12% | -7% | 1% | 12% | 19% | 20% | -3% | 24%
Cc1ccc(CCNC(=O)c2ccc(CS(=O)(=O)Cc3cccc(C)c3)o2)cc1 | · | 13% | 6% | · | · | ? | · | -16% | -18%
CCCCCOC(=O)C1=C(C)Nc2nnnn2C1c1ccc(OC)c(OC)c1OC (stereo not drawn) | 7% | -13% | -10% | -2% | -1%[9.24 µM] | -4% | ? | 2% | 0%
